# Bioassay records as filed in PubChem BioAssay.
# ABHD4 inh: ABHD4 (mouse) inhibition, primary FP screen; inhibition, % at 8.92 µM; AID 720543; Q8VD66; actives 0.54% (n = 370,000); purified mABHD4, FP-Rh probe fluorescence polarization;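 active = inhibition exceeding the mean over every tested compound plus 3 SD, cut at about 30% in these data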;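 also: 0% = plate median of compound wells and 100% = S159A mutant with DMSO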
# Target sequence (Q8VD66 whole entry, looked up): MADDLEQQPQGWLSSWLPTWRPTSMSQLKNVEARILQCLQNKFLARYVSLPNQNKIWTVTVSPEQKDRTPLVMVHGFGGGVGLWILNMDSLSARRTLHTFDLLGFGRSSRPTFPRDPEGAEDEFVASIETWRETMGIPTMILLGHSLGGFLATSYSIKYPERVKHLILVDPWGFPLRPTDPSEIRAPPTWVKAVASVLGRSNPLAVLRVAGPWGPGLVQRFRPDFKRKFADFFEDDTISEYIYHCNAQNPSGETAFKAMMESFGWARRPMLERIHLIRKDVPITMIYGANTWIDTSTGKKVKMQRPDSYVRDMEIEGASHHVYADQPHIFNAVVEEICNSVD
#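 system = mouse ABHD4 enzyme, wild type | medium = HEPES pH 7.0, NaCl, Pluronic buffer | also added = FP-Rh probe | incubation = Enzyme–compound pre-incubation 45 min, then probe 60 min, both 25 °C | technique = fluorescence polarization, excitation 525 nm, emission 598 nm, BODIPY TMR filters | controls = S159A mutant high control, sample median low control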
# rCAG RNA binder: r(CAG) repeat RNA binding; inhibition, % at 3 µM; TO-PRO-1 dye displacement fluorescence; actives 1.3% (n = 370,000);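 active = inhibition above the plate cutoff, the mean of all test compounds on that plate plus 3 SD, cut at about 35% in these data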;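 also: 0% = DMSO alone and 100% = 100 µM mitoxantrone as full dye displacement; higher means more dye released from RNA so lower well fluorescence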
# NR1D1 modulator: modulates human Rev-erb alpha binding to DNA; P20393; Rev-erbα–FITC-DNA binding, fluorescence polarization, 90 min; activity, % at 10 µM; actives 0.79% (n = 370,000); AID 1259318;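 active = activity above about 14%, limit read from the data; passing the limit was not always enough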;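 also: 0% = DMSO wells with 35 nM protein and 100% = DMSO wells with 750 nM protein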
# SIAE inh: human SIAE inhibition, primary screen. actives 0.69% (n = 370,000). inhibition, % at 9.66 µM. Q9HAT2. AID 1053197. SIAE FP-Rh probe binding, fluorescence polarization;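 active = inhibition above a cutoff: mean of compounds within the control limits plus 3 SD of those, cut at about 17% in these data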;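 also: 0% = plate median of compound wells and 100% = probe without SIAE protein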
# PG9 Ab binder: binds the HIV-1 gp120 antibody PG9 | TR-FRET gp120-PG9 antibody binding | inhibition, % at 6.7 µM | actives 0.43% (n = 360,000) | AID 624416; in the data active = inhibition above about 8.5%
# LEDGF integ inh: blocks HIV-1 LEDGF/p75-dependent DNA integration | AID 743269 | actives 0.64% (n = 370,000) | TR-FRET IN-LEDGF/p75 DNA integration, Eu/Cy5 | inhibition, % at 3.7 µM;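 active = inhibition above the screen-wide mean plus 3 SD, cut at about 13% in these data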;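 also: signal is the Cy5 over europium emission ratio at 671 and 618 nm; 0% = plate median of compound wells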
# PRMT1 inh: PRMT1 (human) inhibition, primary screen | Q99873 | recombinant PRMT1, activity-based probe fluorescence polarization | inhibition, % at 2.79 µM | actives 1.3% (n = 370,000);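 active = inhibition above about 21% made by adding two undisclosed values, limit read from the data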
# Target sequence (Q99873 whole entry, looked up): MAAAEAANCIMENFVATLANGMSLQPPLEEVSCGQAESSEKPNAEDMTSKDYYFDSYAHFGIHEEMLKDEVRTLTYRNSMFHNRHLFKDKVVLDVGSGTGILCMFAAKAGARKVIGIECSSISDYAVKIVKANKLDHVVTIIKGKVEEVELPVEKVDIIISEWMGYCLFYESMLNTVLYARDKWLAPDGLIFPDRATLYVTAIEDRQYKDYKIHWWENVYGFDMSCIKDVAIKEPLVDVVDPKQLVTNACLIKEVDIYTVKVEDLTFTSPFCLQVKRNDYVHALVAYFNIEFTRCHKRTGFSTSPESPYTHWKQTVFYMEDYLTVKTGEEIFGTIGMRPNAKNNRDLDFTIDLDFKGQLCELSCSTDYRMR
# TDP2 inh: TDP2 (human) inhibition, absorbance primary screen. O95551. recombinant TDP2, T5PNP hydrolysis, p-nitrophenol absorbance 415 nm. inhibition, % at 12.8 µM. actives 0.34% (n = 370,000);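 active = inhibition above the mean of all tested compounds plus 3 SD, set per campaign, cut at about 25% in these data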;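 also: 0% = DMSO with enzyme and 100% = buffer with substrate but no TDP2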
# Target sequence (O95551 whole entry, looked up): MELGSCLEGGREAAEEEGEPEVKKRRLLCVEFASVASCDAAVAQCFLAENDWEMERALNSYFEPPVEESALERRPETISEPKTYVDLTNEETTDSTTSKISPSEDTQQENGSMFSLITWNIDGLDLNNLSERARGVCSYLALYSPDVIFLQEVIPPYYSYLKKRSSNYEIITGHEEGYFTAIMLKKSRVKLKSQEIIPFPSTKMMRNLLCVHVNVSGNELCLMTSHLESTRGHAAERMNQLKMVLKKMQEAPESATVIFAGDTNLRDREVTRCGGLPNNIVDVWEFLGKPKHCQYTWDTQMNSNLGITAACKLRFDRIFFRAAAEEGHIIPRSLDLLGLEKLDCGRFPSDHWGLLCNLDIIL
#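 System: recombinant human TDP2 / Amount: 120 nM TDP2 per well / Also added: 5 mM T5PNP chromogenic substrate / Doses: 12.8 µM single point, 1% DMSO / Incubation: 2 h at 37 °C / Detection: p-Nitrophenol epi absorbance / Evaluation: % inhibition relative to enzyme-containing and enzyme-free wells / Repeats: singlicate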
# TCR-CD3 inh: blocks the human TCR-CD3 interaction; TAMRA-labeled TCR probe fluorescence, biochemical; inhibition, % at 9.4 µM; actives 0.37% (n = 360,000); in the data active = inhibition above about 19%;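 also: recombinant mutant TCR 2C K166C tagged with TAMRA read by polarization; 0% = receptor in buffer alone and 100% = receptor with positive control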
# HTRA1 inhibitor: inhibitors of human serine peptidase HTRA1. recombinant HTRA1, FP-rhodamine activity-based probe, fluorescence polarization. inhibition, % at 5.96 µM. actives 0.5% (n = 340,000); in the data active = inhibition above about 36%;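 also: 0% = enzyme with DMSO and 100% = wells lacking enzyme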
# An asterisk follows results filed as active; . = no result given. A portion of the library; count on the stated rates, not on these rows.
mol,ABHD4 inh,rCAG RNA binder,NR1D1 modulator,SIAE inh,PG9 Ab binder,LEDGF integ inh,PRMT1 inh,TDP2 inh,TCR-CD3 inh,HTRA1 inhibitor
COc1cccc(CN(C)C(=O)Cc2c[nH]c3ccccc23)c1,-14,-5,7,-1,1.2,-6,6,-13,-5,3
COc1cccc(C(=O)Nc2nnc(S(=O)(=O)N(C)Cc3ccc(F)cc3)s2)c1,-15,70*,9,-17,-0.4,3,1,-2,3,-46
CC(C)=CCC/C(C)=C/CN(CC(C)O)CC(C)O (configuration not stated),9,-2,5,1,0.3,2,-2,1,-4,6
Cc1ccc(N(CC(=O)Nc2ccc(Br)c(C)c2)S(=O)(=O)c2c(C)[nH]c(=O)[nH]c2=O)cc1,-21,47*,2,-16,-0.5,1,-6,-2,0,-28
Cc1cccc2nc(CNC(=O)C3CCC(=O)N(Cc4ccccc4F)C3)cn12 (configuration not stated),8,-6,-5,4,-1.8,-4,-1,-4,-5,6
CC(=O)Nc1ccc(NC(=O)C2CC(=O)Nc3nc4ccccc4n32)cc1 (configuration not stated),7,-4,-6,-5,1.8,-4,5,-4,-6,-1
Cc1c(CC(=O)NCCC(=O)O)c(=O)oc2cc3oc4c(c3cc12)CCCC4,-10,9,0,5,-3.5,3,-5,15,2,6
CC(SCc1ccccc1)C(=O)NC1CCCC1 (configuration not stated),2,-3,2,6,0.4,-2,0,6,4,4
Cc1ccn2cc(CCNC(=O)COc3ccccc3)nc2c1,0,-3,-3,3,0.1,1,-1,-2,2,2
COc1ccc(NC(=O)N2CCCC(CCC(=O)N(C)CCc3ccccn3)C2)cc1 (configuration not stated),1,-6,-4,8,-0.2,1,0,4,7,2

# The results go on.
mol,ABHD4 inh,rCAG RNA binder,NR1D1 modulator,SIAE inh,PG9 Ab binder,LEDGF integ inh,PRMT1 inh,TDP2 inh,TCR-CD3 inh,HTRA1 inhibitor
COc1ccccc1NC(=O)c1[nH]c(C)c(C(C)=O)c1C,-1,2,5,-1,-1.4,-5,0,9,2,-6
COCCNC(=O)C(c1ccc(Cl)cc1)N(CCOC)C(=O)CCC(=O)Nc1ccccn1 (configuration not stated),5,-6,-7,-2,-0.9,-11,3,1,-1,1
COc1ccc(OCCOC(=O)c2cc(S(=O)(=O)N3CCOCC3)c(Cl)cc2Cl)cc1,-2,-2,5,-4,0.1,-2,4,-8,-6,-14
O=C(CN1CCN(Cc2ccccc2)CC1)Nc1cccc(Cl)c1Cl,-1,1,-1,0,-0.4,-1,-3,4,6,-10
S=c1[nH]nc(C23CC4CC(CC(C4)C2)C3)n1Cc1ccco1,3,0,-3,10,-1.3,-1,1,0,0,-7
Cc1nn2c(N3CCN(c4ccccn4)CC3)cc(C(C)C)nc2c1-c1ccccc1,0,0,-1,0,-0.3,-2,0,5,-2,2
CC1Oc2ccccc2N(CC(=O)c2cccc(Cl)c2)C1=O (configuration not stated),-4,1,-1,1,-1.1,-2,3,-1,-1,-9
CC(=O)N1CCc2cc(Br)c(S(=O)(=O)NCc3ccc(Cl)cc3)cc21,4,2,-1,0,.,-3,0,8,.,.
O=C(Nc1ccc(F)cc1F)NC1CCN(S(=O)(=O)c2ccc(F)cc2)CC1,-4,-4,2,-8,-0.9,1,0,2,3,1
N=C1C(=O)OCC1c1ccccc1NC(=O)c1ccc(F)cc1 (configuration not stated),2,-1,3,-1,-2.6,-2,-2,10,5,-3

# (continued)
mol,ABHD4 inh,rCAG RNA binder,NR1D1 modulator,SIAE inh,PG9 Ab binder,LEDGF integ inh,PRMT1 inh,TDP2 inh,TCR-CD3 inh,HTRA1 inhibitor
N/C(Cc1ccc(Cl)cc1)=N\OC(=O)CCc1ccccc1,2,-2,-3,1,-0.9,0,3,9,-5,-13
Cc1cc(OCC(C)C)ccc1/C(O)=C1/C(=O)C(=O)N(Cc2cccnc2)C1c1ccncc1 (configuration not stated),1,3,-8,2,5.5,2,1,-3,-15,-1
COc1cc(C)ccc1OCCCCNCc1ccccc1,1,1,-1,6,-1.3,5,-3,-7,7,-6
Cc1ccc(NC(=S)N(CCN(C)C)Cc2cc3cc(C)cc(C)c3[nH]c2=O)cc1,1,1,-5,0,-2.2,2,1,4,2,-9
CCn1ccnc1CN(C)Cc1nc(-c2cccc(Cl)c2)no1,2,-7,-2,0,1.0,-1,0,6,-3,4
CCOc1ccc(CCN2C(=O)C(=O)N([C@@H](Cc3ccccc3)CN3CCC[C@H]3CN3C(=O)C(=O)NC[C@@H]3Cc3ccccc3)C[C@@H]2Cc2ccccc2)cc1,10,9,-6,11,2.4,2,-2,1,3,.
O=C(CSc1nc2c(cnn2-c2ccc(F)cc2)c(=O)[nH]1)N1CCCCCC1,1,4,-9,-5,-1.8,1,-2,2,4,-2
S=c1[nH]nc(-c2ccc(Cl)cc2Cl)n1Cc1ccccc1,-6,17,1,1,0.2,-6,15,-10,-4,-2
CCN(CC(=O)NCc1ccc(Cl)cc1)C(=O)CSCC(=O)Nc1ccc(OC)cc1,4,-2,0,-5,-2.9,4,-9,-4,-1,-6
O=c1sc2ccccc2c(N2CCOCC2)c1[N+](=O)[O-],6,4,2,4,-2.1,-2,1,-8,0,1

# More records.
mol,ABHD4 inh,rCAG RNA binder,NR1D1 modulator,SIAE inh,PG9 Ab binder,LEDGF integ inh,PRMT1 inh,TDP2 inh,TCR-CD3 inh,HTRA1 inhibitor
Cc1ccc(NC(=O)c2ccc(Cn3cc([N+](=O)[O-])cn3)cc2)c(C)c1,-6,-4,0,4,-0.7,2,-2,2,5,1
COc1ccc(NC(=O)CCN2CCN(C/C=C/c3ccccc3)CC2)cc1,-2,-10,1,1,-2.3,1,4,5,3,-3
O=c1c2ccccc2c(-c2ccccc2)nn1-c1ccccc1,-7,-9,3,2,-3.7,-4,-2,-9,1,.
Cn1c(CC(=O)Nc2ccccc2F)nnc1SCC(=O)N1CCOCC1,0,-3,-1,4,1.9,-3,-4,5,3,3
O=C(N/N=C/c1cc(Br)ccc1OC(=O)c1ccc(Br)cc1)c1ccncc1,-8,11,-4,-15,-0.5,-13,1,-27,1,12
CC(NC(=O)c1ccc2c(c1)OCO2)c1ccccc1 (configuration not stated),4,-2,-1,1,-0.5,0,0,-2,-2,-2
O=C(CSc1nnc(C2CC2)n1-c1ccccc1)NC1CCS(=O)(=O)C1 (configuration not stated),5,-3,-2,2,-0.9,3,-1,1,-2,-3
COc1cc(SC)ccc1C(=O)Nc1ccc(Br)cn1,-2,-1,6,-5,3.9,-2,1,2,-3,-8
COc1ccc(CN(C)C(=O)COC(=O)c2ccc3c(c2)OCO3)cc1OC,4,-3,-2,0,0.8,-1,-1,13,5,-3
CCN(CC)C(=O)CSc1nnc(-c2ccccc2)n1N,8,-3,2,1,0.8,-2,0,4,3,-6

# The list goes on.
mol,ABHD4 inh,rCAG RNA binder,NR1D1 modulator,SIAE inh,PG9 Ab binder,LEDGF integ inh,PRMT1 inh,TDP2 inh,TCR-CD3 inh,HTRA1 inhibitor
Cc1ccc(C(=O)OC(C)C(=O)NC(C)CCc2ccccc2)o1 (configuration not stated),1,-2,-7,8,-0.4,-2,-1,7,4,0
Cc1cc(C)c(S(=O)(=O)NN=C2c3ccccc3[C@H]3Cc4csc[n+]4[C@@H]23)c(C)c1,33*,22,4,7,-0.6,11,53*,26*,6,.
CCN1CCCC1CNC(=O)C1c2ccccc2C(=O)N(CCOC)C1c1ccc(F)cc1 (configuration not stated),4,-5,-4,3,-1.3,0,0,4,3,2
CN(CC1CCCN(CCc2ccc(F)cc2)C1)C(=O)CCC(N)=O (configuration not stated),1,0,2,-6,-1.2,-6,-1,-9,5,2
O=C(c1ccccc1F)N(Cc1ccc2c(c1)OCO2)Cc1cc2cc3c(cc2n2nnnc12)OCO3,5,2,34*,-5,-1.4,1,1,5,5,-2
O=C(CCNc1cc(Cl)cc(Cl)c1)c1cccs1,-28,1,3,-1,-3.7,0,4,-10,9,-36
COc1ccc(CNc2ccccc2)cc1Br,-5,0,4,4,-0.6,22*,3,5,-11,1
CCOc1cccc(C2c3c(oc4ccccc4c3=O)C(=O)N2c2ccccn2)c1 (configuration not stated),1,0,0,-1,-0.3,1,2,8,2,.
O=C(Cn1ccc(NC(=O)OCc2ccccc2)nc1=O)NCCCN1CCCC1=O,-2,-2,-3,5,-2.0,-1,3,2,-6,-4
CC(C)NC(=O)NC(=O)CN1C(=O)NC(Cc2c[nH]c3ccccc23)C1=O (configuration not stated),-8,0,0,2,-4.1,10,-5,-11,0,2

# Arranged by molecular weight (ascending): 12 of the compounds above.
mol,ABHD4 inh,rCAG RNA binder,NR1D1 modulator,SIAE inh,PG9 Ab binder,LEDGF integ inh,PRMT1 inh,TDP2 inh,TCR-CD3 inh,HTRA1 inhibitor
COc1ccc(CNc2ccccc2)cc1Br,-5,0,4,4,-0.6,22*,3,5,-11,1
O=C(CCNc1cc(Cl)cc(Cl)c1)c1cccs1,-28,1,3,-1,-3.7,0,4,-10,9,-36
CCN(CC)C(=O)CSc1nnc(-c2ccccc2)n1N,8,-3,2,1,0.8,-2,0,4,3,-6
Cc1ccc(C(=O)OC(C)C(=O)NC(C)CCc2ccccc2)o1 (configuration not stated),1,-2,-7,8,-0.4,-2,-1,7,4,0
CN(CC1CCCN(CCc2ccc(F)cc2)C1)C(=O)CCC(N)=O (configuration not stated),1,0,2,-6,-1.2,-6,-1,-9,5,2
COc1cc(SC)ccc1C(=O)Nc1ccc(Br)cn1,-2,-1,6,-5,3.9,-2,1,2,-3,-8
COc1ccc(CN(C)C(=O)COC(=O)c2ccc3c(c2)OCO3)cc1OC,4,-3,-2,0,0.8,-1,-1,13,5,-3
O=C(CSc1nnc(C2CC2)n1-c1ccccc1)NC1CCS(=O)(=O)C1 (configuration not stated),5,-3,-2,2,-0.9,3,-1,1,-2,-3
CCOc1cccc(C2c3c(oc4ccccc4c3=O)C(=O)N2c2ccccn2)c1 (configuration not stated),1,0,0,-1,-0.3,1,2,8,2,.
Cc1cc(C)c(S(=O)(=O)NN=C2c3ccccc3[C@H]3Cc4csc[n+]4[C@@H]23)c(C)c1,33*,22,4,7,-0.6,11,53*,26*,6,.
O=C(Cn1ccc(NC(=O)OCc2ccccc2)nc1=O)NCCCN1CCCC1=O,-2,-2,-3,5,-2.0,-1,3,2,-6,-4
O=C(c1ccccc1F)N(Cc1ccc2c(c1)OCO2)Cc1cc2cc3c(cc2n2nnnc12)OCO3,5,2,34*,-5,-1.4,1,1,5,5,-2

# (more compounds)
mol,ABHD4 inh,rCAG RNA binder,NR1D1 modulator,SIAE inh,PG9 Ab binder,LEDGF integ inh,PRMT1 inh,TDP2 inh,TCR-CD3 inh,HTRA1 inhibitor
CN(C)c1nc(OCCNC(=O)COc2ccc(Cl)cc2Cl)nc(N2CCOCC2)n1,6,-10,3,4,-1.3,2,-2,-7,-3,-12
CCOC(=O)C(CCCCCCC(NC(C)=O)(C(=O)OCC)C(=O)OCC)(NC(C)=O)C(=O)OCC,-2,-12,-1,-3,0.8,-4,4,-2,-5,0
CC(=O)Nc1ccc(NC(=O)C/C(C)=N/NC(=O)C(=O)Nc2ccc(C)c(Cl)c2)cc1,1,4,4,13,-1.5,0,-1,-4,-2,2
CCCn1c(-c2cccc(F)c2)nc2c1c(=O)[nH]c(=O)n2Cc1ccccc1,4,0,6,7,0.1,0,4,11,-1,-3
